mHTT-CaM PPI inh: inhibitors of human mutant huntingtin-calmodulin interaction. P42858. AlphaScreen His-mHTT/GST-CaM binding, luminescence. inhibition, % at 15 µM. 190,000 tested, 3.6% active. AID 1671202;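 further: 0% = both proteins with DMSO and 100% = one protein alone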
Pf apPOL block: Pf-apPOL DNA polymerase inhibition; inhibition, % at 10 µM; Recombinant Pf-apPOL, molecular beacon fluorescence, 1.5 h; AID 1794808; 210,000 tested, 0.25% active
* marks the source's active call; other numbers are inactive results; i = inactive; . = not tested or not shown; & = joins results of further samples. No stated cut-off is given here; in the data, active means inhibition above about 50%; inactive means the rest.

SMILES	mHTT-CaM PPI inh	Pf apPOL block
CCOc1ccc(C2CC(c3ccccc3)Nc3ncnn32)cc1 (configuration not stated)	0	1
c1ccc(C2CSc3c4ncnc-4ncn32)cc1 (configuration not stated)	13	-8
COc1ccccc1C(=O)NCCn1cc(SCc2ccc(F)cc2)c2ccccc21	18	2
CC(C)C(=O)Oc1ccc2c(c1)OC(=Cc1ccccc1)C2=O	2	-1
Cc1cc(S(=O)(=O)n2ccnc2)c(Cl)cc1Cl	-1&-7	-11&-5
CN(C)C=Nc1nnc(Sc2ccc(C(F)(F)F)cc2[N+](=O)[O-])s1	.	8
COc1ccc(NC(=O)NC(C)c2ccccc2)cc1 (configuration not stated)	-7	-1
O=C1C(=Cc2c(F)cccc2Cl)Oc2c1ccc1c2CN(C2CCS(=O)(=O)C2)CO1 (configuration not stated)	22	11
Cc1nc(NC(=O)c2ccoc2C)sc1C	10	-7
CCCCOc1ccc(N2C(=O)CC(Nc3ccc(OCC)cc3)C2=O)cc1 (configuration not stated)	8	7
Cc1ccc(OCC(=O)N2CCCCC2CCN2CCCCC2)cc1 (configuration not stated)	-3	-5
COc1ncccc1CN(C)C(=O)c1cccnc1	-6	0
COc1c(S(=O)(=O)Nc2cccnc2)ccc(Cl)c1Cl	-2	-7
CCCN(CCC)S(=O)(=O)c1ccc(C(=O)N(c2cccc(SC)c2)C2OC(=O)c3ccccc32)cc1 (configuration not stated)	.	3
Cc1ccc(S(=O)(=O)N2CCC(C(=O)Nc3ccc(Cl)cc3)CC2)cc1	-2	-7
O=C(Nc1ccc(Cl)c(C(F)(F)F)c1)c1ccc(NC(=O)C2CCCO2)cc1 (configuration not stated)	6	-1
CCOC(=O)COc1cc2c(-c3cc4cccc(OC)c4o3)cc(=O)oc2cc1C	-6	0
CCn1c(CCC(=O)NCc2c(C)cc(C)cc2C)nc2c(C)cccc2c1=O	14	-1
Cc1cc(NCc2cccnc2)ccc1Br	9	-1
COc1ccc(C(OCC2OC(n3ccc(N)nc3=O)CC2O)(c2ccccc2)c2ccc(OC)cc2)cc1 (configuration not stated)	.	-20
Cc1ccc(C)c(CN2C(=O)C(=O)c3ccccc32)c1	38	-11
O=C(O)c1ccccc1C(=O)Nc1cc(C(F)(F)F)ccc1Cl	1	-1
Cc1ccccc1NC(=O)Nc1nnc(COc2ccc(F)cc2)s1	4	4
Cc1ccc(NC(=O)Cn2cnc3c(-c4ccc(C)cc4)csc3c2=O)cc1	-5	-1
Cc1cc(=O)n2[nH]cc(C(=O)NCc3ccccc3)c2n1	5	-11

Further entries
SMILES	mHTT-CaM PPI inh	Pf apPOL block
COc1ccc(C(C#N)N2CCN(C(C#N)c3ccc(OC)c(OC)c3)CC2)cc1OC (configuration not stated)	-3	-5
O=C(O)c1coc2c1C(=O)CCC2	.	3
CSc1ccccc1NC(=O)Cn1nc([N+](=O)[O-])cc1C	-3&0	0&-2
Cc1cc(C)cc(NC(=O)NCC2CCN(Cc3ccccc3F)CC2)c1	-3	-2
Fc1ccc(NC(=S)Nc2ccc(Br)cc2)c(F)c1	-9	.
Cc1nc(-c2ccc(NS(=O)(=O)c3ccc(Oc4cccc(Cl)c4C#N)cc3)cc2)cs1	.	-3
O=C1NC(Cc2c[nH]c3ccccc23)C(=O)N1c1ccc(F)cc1 (configuration not stated)	1	-3
Cc1cc2c(=O)n(CC(=O)Nc3c(F)cccc3F)cnc2s1	-9	-2
COc1ccc(-c2coc3c4c(ccc3c2=O)OCN(CC(C)C)C4)cc1OC	5	0
O=C(c1noc2c1CCCC2)N1CCC(N2CCCCC2)CC1	-7	-3
CC(C)(C)NC(=O)N1CCCCC1c1nncn1-c1ccccc1 (configuration not stated)	-4	3
CCOc1ccc(/C=C2\N=C(c3ccccc3F)OC2=O)cc1	-1	1
O=C(CCCOc1ccccc1)Nc1ccccc1Cl	-19	-8
Cc1nc2sc(C(=O)Nc3ccccc3)c(N)c2c(C)c1[N+](=O)[O-]	4	3
O=C(CSc1nc(=O)n2ccccc2n1)OCc1ccccc1	3	-9
O=C(Cn1nc(C2CC2)c2cnn(-c3ccc(F)cc3)c2c1=O)NCC1CCCO1 (configuration not stated)	-5	5
CCn1c(=N)c(C(=O)NCCCOC)cc2c(=O)n3ccccc3nc21	-2	-5
O=C(c1ccccc1)N1CCN(c2[nH]ncc2-c2ccccc2)CC1	77*	-4
COc1cc(C2=NOC(C(=O)Nc3ccccc3SC)C2)cc(OC)c1OC (configuration not stated)	13	-3
Cc1ccc2c(c1)N(C(=O)Nc1ccccc1Br)CC(C)O2 (configuration not stated)	-22	-5
N#CCSc1nnc(-c2ccccc2)c(-c2ccccc2)n1	6	-4
CCOC(=O)c1c(C)oc2cc(Br)c(OC(C)=O)cc12	-9	-3
CC(C)n1c(=O)c(N2CCN(C(=O)c3ccc(C(F)(F)F)cc3)CC2)nc2ccncc21	17	2
O=C(Nc1ccccc1Cl)N(CCc1cccs1)Cc1ccco1	-38	-4
O=C(CCC1CCCN(C(=O)Nc2cccc(F)c2)C1)NCc1ccc(F)cc1 (configuration not stated)	5	-7

More results follow:
SMILES	mHTT-CaM PPI inh	Pf apPOL block
Cc1ccc(S(=O)(=O)N(C)C(=O)NC(=O)Nc2cccc(C(F)(F)F)c2)cc1	2	2
CCN(CC)C(=O)c1cc2c(s1)CCC(C(=O)N(C)C)C2 (configuration not stated)	0	-3
COc1cccc(CNC(=O)C2CC(=O)N(C3CCCCCCC3)C2)c1 (configuration not stated)	7	12
COCCC1CCN(C(=O)c2nccc3ccccc23)CC1	7	-1
O=C(Nc1c2c(nn1-c1ccc(Cl)cc1)CS(=O)(=O)C2)c1c(F)cccc1Cl	8	-5
CN1CCCC1CCNC1CCCCCC1 (configuration not stated)	-2	-4
CC(Oc1ccccc1)c1nc(-c2ccc3ncn(C)c3c2)no1 (configuration not stated)	-9	-5
COc1ccc(N2C(=O)c3ccccc3NC2c2cc(OC)c(OC)c(OC)c2)cc1 (configuration not stated)	4	8
CC(=O)Nc1ccc(C(=O)NCc2ccncc2)cc1	0	-6
COc1ccc(C=C2Oc3cc(OC(=O)c4ccccc4)ccc3C2=O)c(OC)c1OC	-5	-8
COc1cccc(CNC(=O)CN2C(=O)NC3(CCC(C)CC3)C2=O)c1OC (configuration not stated)	1	-4
COc1ccc(C)cc1NC(=O)C1CCN(c2ncnc3c2nc2n3CCCCC2)CC1	24	-2
Nc1c(Nc2ccccc2)c2ccccc2oc1=O	13	-4
COc1ccc(OC)c(CNS(=O)(=O)c2ccccc2Br)c1	6	-2
Cc1cc2c(c(=O)o1)C(c1cc3c(cc1Br)OCO3)C(C#N)=C(N)O2 (configuration not stated)	0	3
O=C(CSc1n[nH]c(=O)n1-c1cccnc1)N1CCOCC1	.	-4
Cn1c(=O)c2c(ncn2CC(O)CN2CCN(c3ccccc3)CC2)n(C)c1=O (configuration not stated)	.	-2
Cc1ccc(OCCC#N)cc1	.	2
CC(C)CCn1c(N2CCCC(C(=O)N3CCCC3)C2)nc2ccccc21 (configuration not stated)	55*	-6
OCCn1c(-c2ccc(F)cc2)csc1=Nc1ccc(F)cc1	44	-2
CCN(CC)S(=O)(=O)c1ccc(C(=O)N=c2sc3cc(Cl)ccc3n2C)cc1	-2	-1
C(=N\OCc1nc2c3c4c(sc3ncn2n1)CCCC4)/c1ccccc1	i	2
CC1(C)COC(c2sccc2C(=O)N(C(=O)NC2CCCCC2)C2CCCCC2)=N1	.	2
Cc1cc(-c2ccccc2)nc2cc(C(=O)N3CCCC3)nn12	3&10	4&-1
COc1ccc(C(=O)Oc2ccc3c(c2)OC(=Cc2ccc(C)o2)C3=O)cc1	-1	-6

Next part.
SMILES	mHTT-CaM PPI inh	Pf apPOL block
Cc1ccccc1C(=O)N1CCC(N2CCC(C(=O)N3CCCCC3)CC2)CC1	-1	-1
Cc1ccc(C2NC(c3ccc(C)cc3)C(C)C(=O)C2C)cc1 (configuration not stated)	-48	-16
O=C(Nc1c2c(nn1-c1ccc(F)cc1)CS(=O)C2)c1cccc(Br)c1 (configuration not stated)	3	0
O=[N+]([O-])c1cnc(-n2cccc2)s1	.	-11
CCCOC(=O)c1cc([N+](=O)[O-])cc2c1-c1ccc([N+](=O)[O-])cc1C2=O	.	-1&-11
Cc1cc(NC(=O)c2ccco2)n(-c2nc(-c3cccs3)cs2)n1	-4	-7
Cn1cc(CC(=O)NCC2CCCO2)c2cccnc21 (configuration not stated)	-12	-6
O=C1CCC(=O)N1Cc1ccc(CN2C(=O)CCC2=O)cc1	-3	0
O=c1c2ccccc2nc(SCc2cc(=O)n3cc(Br)ccc3n2)n1C1CC1	-1	10
O=C(NC1CC2CC1CN2C(=O)c1ccco1)c1cccnc1 (configuration not stated)	2	1
COc1cccc(-c2nc(C3CCN(S(=O)(=O)c4cccs4)CC3)no2)c1	0	0
CCOc1ccc(-c2c(C#N)c(N)n3c(nc4ccccc43)c2C#N)cc1OC	47	0
CC(=O)N1CCN(CCN=CC2=C(O)CC(c3ccco3)CC2=O)CC1 (configuration not stated)	5	-7
Cc1onc(-c2ccccc2Cl)c1-c1nnnn1-c1cccc(C(F)(F)F)c1	.	-6
C=CCNc1nc(Cl)nc(Nc2ccc(I)cc2C)n1	-4	-1
Cc1cc2n(n1)CCCN2C(=O)CCC(=O)N1CCC2(CC1)OCCO2	2	0
CN(CC(=O)N1CCN(c2ccc(F)cc2)CC1)S(=O)(=O)c1ccc(Cl)cc1	12	-4
CCc1cccc(CC)c1NC(=O)COc1ccc(C)cc1Br	-10	-3
Cc1ccc(OCCOc2ccc(C=O)cc2)cc1	-15	0
CCCCCCCCCCCCSC(=S)Nc1ccc(Br)c(C)c1	.	1
CCCc1nn(-c2ccccc2)c(C)c1C(=O)NC(C)C	1	-4
Cc1cc(Cl)ccc1N(CC(=O)Nc1cccc(C)c1C)S(C)(=O)=O	0	0
CC(=O)N(CCc1ccc(S(N)(=O)=O)cc1)C1CC(=O)N(c2ccccc2)C1=O (configuration not stated)	1	-3
CCCCNC(=O)C1(O)c2cc(Br)ccc2NC(=O)N1c1ccc(Cl)cc1 (configuration not stated)	3	-4
CC1CCCC(NC(=O)CCSCc2cccc(F)c2)C1C (configuration not stated)	-4	31

Other compounds:
SMILES	mHTT-CaM PPI inh	Pf apPOL block
COc1ccc(OCC2C[N+]34CCO[B-]3(OCC4)O2)cc1 (configuration not stated)	-2	-2
CC(C)c1cccc(NC(=O)c2cn3c(n2)CCCC3)c1	11	-4
O=C(O)c1cc(Nc2c([N+](=O)[O-])c(=O)oc3ccccc23)ccc1O	5	-5
Cc1ccc(S(=O)(=O)NCc2ccc(C(=O)N3CCC4(CC3)OCCO4)cc2)cc1	-4	0
COc1cc2c(cc1OC)C(C)N(CCC#N)CC2 (configuration not stated)	3&-2	0&-6
Cc1ccc(CNC(=O)c2ccc(-c3cccs3)nc2)o1	18	1
COc1ccc(C(=O)Nc2c3c(nn2-c2cccc(C)c2C)CSC3)cc1OC	40	-7
COc1ccc(Cl)cc1NS(=O)(=O)c1ccc2c(c1)CC(C)N2C(C)=O (configuration not stated)	24	1
CN1C(=O)c2cccnc2Sc2cc(C(=O)NCc3cccc(Cl)c3)ccc21	52*	-15
CC1=C(C(=O)Nc2ccc(C)cc2C)C(c2cccc([N+](=O)[O-])c2)NC(=O)N1 (configuration not stated)	0	2
Cc1ccnc(NS(=O)(=O)c2ccc(C)c(C)c2C)c1	-13	3
CCC(=O)N(CCC1(C(C)C)CCOC(C)(C)C1)Cc1ccc(OC)cc1 (configuration not stated)	3	-2
COc1ccc(C)cc1NC(=O)N1CCc2c(nc[nH]c2=O)C1	0	-7
O=C(OCCn1ncc2ccccc2c1=O)c1cccs1	.	-7
Cc1ccc(F)c(-n2nnc(C(=O)O)c2-c2ccccn2)c1	-9	-7
COc1ccc(OCCNC(=O)CSc2ccc(C(F)(F)F)cc2[N+](=O)[O-])cc1	1	-2
O=C(ON1C(=O)c2ccccc2C1=O)C1CCCCC1	0	0
CN1C(=O)C2CCCCN2c2ccc(C(=O)N3CCN(c4ccc(Cl)cc4)CC3)cc21 (configuration not stated)	68*	1
O=C(O)c1ccccc1N=Cc1nc(-c2ccccc2F)oc1O	9	96*
Cc1[nH]n2c(=O)cc(Cc3ccccc3)nc2c1-c1ccc(Cl)cc1	62*	-3
Cn1nc(-c2nc(-c3ccccc3)no2)c2c1CCN(C(=O)Cc1cccs1)C2	20	-3
CC(Oc1ccccc1)C(=O)NCc1nnnn1-c1ccc(Cl)cc1 (configuration not stated)	-17	-7
N#C/C(=C(/O)c1ccc(I)cc1)c1nc2ccccc2[nH]1	-3	-2

Bioassay records: PubChem BioAssay, University of Kansas High Throughput Screening Laboratory
